Screening data: PubChem, several laboratories
NOD1 NF-kB reporter – NOD1 signaling inhibitors, primary screen, cell-based, luminescence, uHTS (AID 1578) | NOD1-driven NF-kB luciferase reporter cells, luminescence; higher % means a stronger effect | one-dose inhibition, % at 4 µM; EC50 in µM for titrated hits | 290,000 compounds, 1% hits; in the data active = inhibition mostly above about 36%, no sharp cut-off; inactive = mostly below about 34%;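 note: HEK-293T reporter cells stimulated with the NOD1 agonist gamma-tri-DAP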
GPR55 LPI antagonism – GPR55 antagonists blocking LPI-driven arrestin recruitment, primary screen, imaging, U2OS, beta-arrestin-GFP, LPI agonist (AID 2013) | 290,000 compounds, 0.13% hits | U2OS GPR55 beta-arrestin-GFP translocation imaging, LPI antagonism; higher % means a stronger effect | inhibition, % at 10 µM; hits with a dose series show IC50 in µM;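 active = spots per cell inhibited over 60%, with over 100 cells counted and total cytoplasm intensity under 500,000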;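 note: U2OS cells stably carrying GPR55 and arrestin-GFP stimulated by 5 µM LPI near EC80; imaged beta-arrestin-GFP aggregate spots per cell after agonist stimulation; plate controls were LPI-stimulated DMSO wells for no effect and DMSO wells without LPI for full effect; some results filed as inactive read as strong as hits; confirmed hits need IC50 under 10 µM and bright autofluorescent wells are also inconclusive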
NOD2 inhibition – NOD2 signaling inhibitors, cell-based, luminescence, uHTS, HEK293 (AID 1566) | HEK293 NOD2/NF-kB luciferase reporter, luminescence; higher % means a stronger effect | inhibition, % at 4 µM, or EC50 in µM where a hit was titrated | 290,000 compounds, 0.63% hits; note: many of its hits are not listed in these tables
KOR beta-arrestin-1 – KOR agonists, beta-arrestin recruitment, primary screen, cell-based, luminescence, uHTS (AID 1777); Kappa-type opioid receptor (Homo sapiens); KOR beta-arrestin recruitment, luminescence; higher % means a stronger effect; one-dose activation, % at 10 µM; EC50 in µM for titrated hits; 280,000 compounds, 0.02% hits; in the data active = activation above about 50%, passing the limit was not always enough; note: a part of the inactive calls stands beside numbers as strong as those of hits
GPR55 beta-arrestin – GPR55 agonists via beta-arrestin recruitment, primary screen, imaging, U2OS cells, beta-arrestin-GFP redistribution (AID 1961) | U2OS GPR55 beta-arrestin-GFP redistribution imaging; higher % means a stronger effect | activation, % at 10 µM; hits with a dose series show EC50 in µM | 290,000 compounds, 0.048% hits;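 active = activation above 40% with more than 50 cells counted in the well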;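 note: U2OS osteosarcoma cells stably expressing GPR55 and beta-arrestin-GFP; plate controls were DMSO negative control for no effect and LPI positive control for full effect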
Large T inhibition – SV40 large T antigen inhibitors, biochemical (AID 1903); SV40 large T antigen ATPase/helicase inhibition assay; higher % means a stronger effect; inhibition, % at 20 µM, or IC50 in µM where a hit was titrated; 310,000 compounds, 0.39% hits; in the data active = a potency from the dose series; note: strong numbers were not always called active
KOR beta-arrestin-2 – KOR antagonists, beta-arrestin recruitment, cell-based, luminescence, uHTS (AID 1778); Kappa-type opioid receptor (Homo sapiens); KOR beta-arrestin recruitment, luminescence, antagonist mode; higher % means a stronger effect; one-dose inhibition, % at 10 µM; IC50 in µM for titrated hits; 290,000 compounds, 0.091% hits; note: strong numbers were not always called active
Rac1 GTP hydrolysis – MgcRacGAP GTPase-activating activity inhibitors, confirmation, biochemical, ADP Hunter fluorescence | inhibition, % at 30 µM, or IC50 in µM where a hit was titrated | Rac GTPase-activating protein 1 (Homo sapiens) | 340,000 compounds, 0.6% hits | MgcRacGAP-stimulated Rac1 GTP hydrolysis, ADP Hunter fluorescence; higher % means a stronger effect; GST-tagged Rac1 F28L mutant substrate;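 active = first-screen hits whose inhibition reached a set limit at any dose in the follow-up dose series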;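 note: fluorescence reports GDP produced by GAP-driven GTP hydrolysis; strong numbers were not always called active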
HIV peptide binding – inhibitors of HIV fusion peptide binding, primary screen, biochemical, uHTS, fluorescence dequenching (AID 1986). cell-free peptide binding, fluorescence dequenching, 30 min; higher % means a stronger effect. one-dose inhibition, % at 20 µM; IC50 in µM for titrated hits. 290,000 compounds, 0.3% hits; in the data active = inhibition mostly above about 52%, no sharp cut-off; inactive = mostly below about 76%; note: some results filed as inactive read as strong as hits
Active calls of the source: *; / = not tested or not shown; [ ] = another dose, or the depositor's remark. Cut-off read from the data, not from the text of the source, unless noted: active = inhibition above about 50%; inactive = the rest.

No.	NOD1 NF-kB reporter	GPR55 LPI antagonism	NOD2 inhibition	KOR beta-arrestin-1	GPR55 beta-arrestin	Large T inhibition	KOR beta-arrestin-2	Rac1 GTP hydrolysis	HIV peptide binding	SMILES
1	/	4%	-6%	-0.9%	-0.1%	0%	20%	3%	15%	COc1ccccc1C(=O)Nc1c2c(nn1-c1cccc(C)c1C)CS(=O)(=O)C2
2	-29%	-4%	18%	-3.6%	0.5%	-5%	-16%	4%	-1.3%	CCOC(=O)c1ccc(NC(=O)CN2C(=O)CCC2=O)cc1
3	-7%	8%	0%	0.4%	-0.2%	4%	4%	17%	-0.5%	CCN(c1ccccc1)S(=O)(=O)c1ccc(OC)c(NC(=O)CNCC(C)O)c1 (stereo not drawn)
4	-28%	-1%	-21%	4.0%	-0.2%	9%	-15%	10%	1.7%	CC(C)c1nnc(NC(=O)CS(=O)(=O)c2ccccc2)s1
5	-3%	8%	4%	1.1%	-0.2%	23%	21%	8%	5.6%	CC(=O)N(C(C)=O)c1nc(-c2ccccc2)cn1/N=C/c1ccccc1
6	-20%	9%	10%	4.7%	0.2%	21%	-56%	/	4.7%	COCCOC(=O)C1=C(C)NC(=O)NC1c1ccc(-c2cc(Cl)ccc2Cl)o1 (stereo not drawn)
7	-18%	2%	-12%	/	0.2%	4%	-80%[20 µM]	9%	-1.6%	O=C(c1ccc(F)cc1)n1cc(C(=S)N2CCOCC2)c2ccccc21
8	-20%	16%	-13%	3.1%	0.0%	15%	-14%	2%	-0.1%	O/N=C1\CC/C(=N\O)c2nn(-c3ccc(Cl)cc3Cl)nc21
9	6%	10%	7%	-1.5%	-0.1%	22%	-3%	4%	1.7%	COc1ccccc1OC(=O)c1ccc(S(=O)(=O)N(C)C)cc1
10	28%	-14%	14%	-2.1%	-0.1%	7%	-6%[20 µM]	4%	1.9%	COc1cccc(NC(=O)CN2C(=O)CSc3nc(C)cc(C)c32)c1
11	-28%	-2%	-1%	1.2%	-0.1%	10%	-7%	9%	0.7%	O=C(c1cccs1)N1CCN(c2ncc(C(F)(F)F)cc2Cl)CC1
12	-25%	5%	2%	-4.4%	-0.2%	7%	9%	6%	0.9%	CC(C)(CO)NCC#Cc1ccccc1
13	-26%	9%	12%	1.1%	0.1%	5%	25%	6%	3.3%	O=C(/C=C/c1ccc(Br)o1)NCCCN1CCOCC1
14	-56%	-8%	-116%	3.7%	0.0%	1%	-111%	6%	0.6%	CC(/C=N/NC(=O)c1cccc(F)c1)=C\c1ccccc1
15	-15%	-4%	19%	4.7%	-0.1%	4%	-17%	10%	0.5%	CCN(Cc1ccccc1)C(=O)c1oc2ccc(C)cc2c1C
16	-18%	6%	-3%	2.7%	-0.3%	0%	4%	3%	2.9%	COc1cc(NC(=O)Cc2c(C(=O)O)n(C)c3ccccc23)cc(OC)c1OC
17	-8%	-11%	12%	3.3%	-0.3%	9%	-24%	7%	0.0%	Cc1ccc(Oc2ncccc2C(=O)NC2CCSC2=O)cc1 (stereo not drawn)
18	16%	1%	5%	7.2%	0.0%	5%	-43%	6%	0.2%	Cc1ccc(NC(=O)Cn2cccc2)cc1Cl
19	-21%	-2%	19%	1.2%	0.1%	7%	-28%	-4%	-0.8%	O=C(c1ccc2c(=O)n(Cc3ccc(Cl)cc3)c(=S)[nH]c2c1)N1CCCC1
20	5%	8%	20%	0.0%	1.0%	5%	36%	8%	-0.3%	Cc1cccc(C)c1OCC(=O)Nc1ccc(S(=O)(=O)Nc2ccccn2)cc1
21	10%	-1%	13%	-4.2%	0.1%	2%	21%	8%	0.2%	O=C(CCCn1c(SCc2cccc([N+](=O)[O-])c2)nc2ccccc2c1=O)NCC1CCCO1 (stereo not drawn)
22	-9%	5%	4%	2.5%	0.2%	2%	19%	2%	1.2%	OCCNCc1ccc(-c2ccccc2)cc1
23	16%	0%	-78%	1.5%	0.5%	11%	28%	7%	2.7%	O=C(Nc1cccnc1)c1cc(-c2ccc(Cl)cc2Cl)on1
24	-28%	9%	-18%	2.7%	-0.1%	19%	7%	3%	0.8%	CCOc1ccc(S(=O)(=O)N2CCC(C(=O)N3CCc4ccccc4C3)CC2)cc1
25	-12%	-4%	2%	-0.7%	-0.2%	4%	29%	9%	-2.3%	Cc1c(C)c2ccc(OCC(=O)N(C)C)c(C)c2oc1=O
26	45%	9%	28%	5.8%	0.0%	15%	-22%	2%	1.1%	CCOC(=O)c1sc2nc(CC(=O)OC)nc(N3CCN(c4ccccn4)CC3)c2c1C
27	-35%	23%	-14%	3.4%	-0.1%	6%	9%	6%	-0.7%	CC(C)[C@H](NC(=O)[C@@H]1Cc2ccccc2CN1)C(=O)Nc1ccc2c(c1)OCO2
28	-38%	-15%	6%	-5.6%	-0.1%	8%	-17%[20 µM]	2%	-0.9%	COc1ccc(C)cc1S(=O)(=O)N1CCN(c2ccccc2)CC1
29	39%	3%	40%	6.0%	0.3%	6%	-19%	7%	0.4%	CCOC(=O)N1CCN(C(=O)c2oc3ccc(S(=O)(=O)N4CC(C)CC(C)C4)cc3c2C)CC1 (stereo not drawn)
30	-33%	-10%	-1%	1.7%	1.3%	14%	-59%	-1%	-0.5%	COC(=O)c1ccc2c(=O)n(Cc3ccc(C(=O)NC(C)C)cc3)c(=S)[nH]c2c1
31	-5%	14%	10%	/	0.2%	-4%	-16%[20 µM]	7%	-0.6%	COc1ccc(S(=O)(=O)Nc2cccc(F)c2)cc1C
32	1%	-2%	8%	0.3%	-0.3%	-3%	-24%[20 µM]	15%	-0.4%	COc1ccc(/C=C/C(=O)N2CCN(C)CC2)cc1OC
33	-5%	-2%	-27%	-5.7%	1.2%	10%	16%	4%	-0.5%	CN(CC(=O)NC1CCCCCC1)S(=O)(=O)c1ccc(F)cc1
34	-12%	-5%	5%	5.2%	-0.1%	14%	-2%	6%	0.7%	CC1(C)CC(=O)c2ccc(O)cc2O1
35	-38%	-8%	5%	2.7%	0.0%	3%	-4%	12%	15%	O=C(c1ccc([N+](=O)[O-])s1)N1CCc2ccccc21
36	3%	-8%	24%	2.7%	-0.2%	2%	7%	16%	-0.2%	COC(=O)c1ccc2[nH]c(C)cc(=O)c2c1
37	-7%	-1%	-20%	-0.1%	-0.1%	15%	-7%	12%	-1.4%	CCCn1c(SCC(=O)NNC(=O)c2ccccc2)nnc1-c1cccnc1
38	8%	-4%	10%	1.6%	0.4%	-6%	24%	0%	0.2%	CN(C(=O)CSc1nnc(C(F)(F)F)n1N)C1CCS(=O)(=O)C1 (stereo not drawn)
39	-35%	10%	16%	-2.2%	-0.2%	7%	17%	3%	1.6%	O=C(CN1CCN(c2ccccc2)CC1)Nc1ccccc1Cl
40	-13%	1%	-4%	5.1%	0.4%	27%	-12%	6%	2.2%	O=C(NCc1ccncc1)c1cc(C(=O)C2CCCCC2)c[nH]1
41	-8%	8%	14%	2.8%	-0.2%	12%	-21%	2%	3.1%	COc1ccccc1N1CCN(C2CC(=O)N(c3cccc(Br)c3)C2=O)CC1 (stereo not drawn)
42	0%	4%	25%	-2.1%	0.2%	-1%	6%	9%	-2.1%	Cn1c(=O)c(=O)n(C)c2cc(S(=O)(=O)N3CCN(c4ccc(F)cc4)CC3)ccc21
43	12%	-4%	2%	-1.5%	-0.2%	6%	-49%	7%	0.0%	Cc1nnc(SCC(=O)NC2CCCCCC2)n1C
44	-12%	2%	1%	-0.5%	-1.0%	13%	8%	5%	13%	Cc1ccc(-c2nnn(CC(=O)Nc3ccc4nn(-c5ccccc5)nc4c3)n2)o1
45	-36%	4%	4%	2.1%	-0.3%	7%	-28%	7%	0.4%	Cc1c(CNC(=O)c2c([N+](=O)[O-])cnn2C)cnn1C
46	-7%	-3%	1%	10%	0.6%	13%	-36%	8%	-1.2%	CN(C)NC1CCS(=O)(=O)C1 (stereo not drawn)
47	-16%	-4%	6%	-0.2%	-0.1%	1%	-30%	-1%	-0.5%	C=CCNC(=O)CSc1nnc(-c2ccccn2)n1Cc1ccccc1
48	-2%	0%	8%	-3.2%	-0.1%	-1%	21%	12%	-1.9%	COC(=O)COc1ccc2oc(=O)cc(C)c2c1
49	-7%	9%	-4%	-3.4%	-0.2%	12%	21%	3%	-1.0%	CC(=C1C(=O)c2ccccc2C1=O)N1CCN(c2ccc(F)cc2)CC1
50	-10%	-1%	20%	-3.5%	-0.5%	2%	2%	-2%	0.2%	CNC(=O)c1sc(-c2ccccn2)nc1C
51	-16%	16%	15%	-8.4%	0.2%	5%	-13%	8%	-0.9%	CCCN1CCN(CCCNC(=O)c2ccc3c(=O)n(CCc4ccccc4)c(=O)[nH]c3c2)CC1

This is a subset; count on the stated rates, not on these rows.
